Source: PubChem BioAssay
GPR55 activation = selective activators of receptor GPR55 – imaging, U2OS cells, beta-arrestin-GFP redistribution, primary screen (AID 1961); activation, % at 10 µM, or EC50 in µM where a hit was titrated; U2OS GPR55 beta-arrestin-GFP redistribution imaging; higher % means a stronger effect; 290,000 compounds, 0.048% hits;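 active = activation above 40% with more than 50 cells counted in the well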;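 also: U2OS osteosarcoma cells stably expressing GPR55 and beta-arrestin-GFP; plate controls were DMSO negative control for no effect and LPI positive control for full effect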
GPR35 arrestin U2OS = GPR35 antagonists blocking zaprinast-driven arrestin recruitment, primary screen, imaging, U2OS, beta-arrestin-GFP, zaprinast agonist (AID 2058); U2OS GPR35 beta-arrestin-GFP translocation imaging, zaprinast antagonism; higher % means a stronger effect; 290,000 compounds, 0.052% hits; inhibition, % at 10 µM, or IC50 in µM where a hit was titrated;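 active = inhibition of at least 50% with at least 30 cells and total cytoplasm GFP at most 10,000,000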
HIV fusion peptide = inhibitors of HIV fusion peptide binding, primary screen, biochemical, uHTS, fluorescence dequenching (AID 1986) | cell-free peptide binding, fluorescence dequenching, 30 min; higher % means a stronger effect | inhibition, % at 20 µM, or IC50 in µM where a hit was titrated | 290,000 compounds, 0.3% hits; in the data active = inhibition mostly above about 52%, no sharp cut-off; inactive = mostly below about 76%; also: some results filed as inactive read as strong as hits
NOD1 NF-kB reporter = inhibition of NOD1-driven NF-kB reporter – cell-based, luminescence, uHTS, primary screen (AID 1578); NOD1-driven NF-kB luciferase reporter cells, luminescence; higher % means a stronger effect; 290,000 compounds, 1% hits; inhibition, % at 4 µM; hits with a dose series show EC50 in µM; in the data active = inhibition mostly above about 36%, no sharp cut-off; inactive = mostly below about 34%;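 also: HEK-293T reporter cells stimulated with the NOD1 agonist gamma-tri-DAP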
SIAH1 antagonists = blockers of Siah-1 interaction with plectin peptide – biochemical, fluorescence polarization, rhodamine-plectin, uHTS, primary screen (AID 1817) | displacement, % at 20 µM; hits with a dose series show IC50 in µM | Siah-1 / rhodamine-plectin peptide fluorescence polarization; higher % means a stronger effect | 290,000 compounds, 0.02% hits;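 active = displacement of at least 50% at 20 µM, with a fluorescence ratio check between 0.3 and a set limit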;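 also: plate controls were Siah plus tracer with DMSO for no effect and tracer alone without Siah for full effect; strong numbers were not always called active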
KOR beta-arrestin-1 = KOR agonists, beta-arrestin recruitment, primary screen, cell-based, luminescence, uHTS (AID 1777) | KOR beta-arrestin recruitment, luminescence; higher % means a stronger effect | one-dose activation, % at 10 µM; EC50 in µM for titrated hits | 280,000 compounds, 0.02% hits; in the data active = activation above about 50%, passing the limit was not always enough; also: a part of the inactive calls stands beside numbers as strong as those of hits
KOR beta-arrestin-2 = KOR antagonists, beta-arrestin recruitment, cell-based, luminescence, uHTS (AID 1778); 290,000 compounds, 0.091% hits; KOR beta-arrestin recruitment, luminescence, antagonist mode; higher % means a stronger effect; inhibition, % at 10 µM, or IC50 in µM where a hit was titrated; in the data active = inhibition above about 50%; also: strong numbers were not always called active
GPR55 LPI antagonism = GPR55 antagonists blocking LPI-driven arrestin recruitment, primary screen, imaging, U2OS, beta-arrestin-GFP, LPI agonist (AID 2013); U2OS GPR55 beta-arrestin-GFP translocation imaging, LPI antagonism; higher % means a stronger effect; one-dose inhibition, % at 10 µM; IC50 in µM for titrated hits; 290,000 compounds, 0.13% hits;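 active = spots per cell inhibited over 60%, with over 100 cells counted and total cytoplasm intensity under 500,000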;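 also: U2OS cells stably carrying GPR55 and arrestin-GFP stimulated by 5 µM LPI near EC80; imaged beta-arrestin-GFP aggregate spots per cell after agonist stimulation; plate controls were LPI-stimulated DMSO wells for no effect and DMSO wells without LPI for full effect; some results filed as inactive read as strong as hits; confirmed hits need IC50 under 10 µM and bright autofluorescent wells are also inconclusive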
AID2073 = disruptors of CaV2.2 binding to Mint1 – biochemical, HTRF (AID 2073); HTRF protein-protein interaction, Mint1-CaV2.2; higher % means a stronger effect; inhibition, % at 20 µM; hits with a dose series show IC50 in µM; 290,000 compounds, 0.19% hits; in the data active = inhibition mostly above about 51%, no sharp cut-off; also: some results filed as inactive read as strong as hits
Active calls of the source: *; . = no result given; [ ] = remark or other dose.

molecule | GPR55 activation | GPR35 arrestin U2OS | HIV fusion peptide | NOD1 NF-kB reporter | SIAH1 antagonists | KOR beta-arrestin-1 | KOR beta-arrestin-2 | GPR55 LPI antagonism | AID2073
CCSc1nnc(NC(=O)CSc2nccn2-c2cc(C)cc(C)c2)s1 | 0.0% | -1% | 13% | 16% | 4% | 0.9% | -5% | 3% | -10%
CCCCOC(=O)/C=C\C(=O)OCCCC | 0.0% | 7% | -0.1% | 0% | -3% | -4.7% | -12% | -5% | 1%
CC(C)c1ccc(N2C(=O)C3C4C=CC(CC4)C3C2=O)cc1 (configuration not stated) | 0.2% | -2% | 3.2% | 21% | 2% | 4.4% | -39%[20 µM] | 0% | -6%
Cc1cc(C)c2nc(N3CCCC(C(=O)NC4CCCC4)C3)sc2c1 (configuration not stated) | -0.3% | -8% | -1.8% | -2% | -1% | -6.0% | -3% | 5% | 2%
CNC(=O)c1nc(C)c(C2(C)CC(c3cccc([N+](=O)[O-])c3)=NO2)s1 (configuration not stated) | -0.1% | 0% | -0.9% | -1% | 10% | -4.1% | 36% | 4% | 1%
NS(=O)(=O)c1ccc(CCNC(=O)c2ccccc2[N+](=O)[O-])cc1 | -0.1% | 11% | -0.3% | -12% | 5% | -4.7% | 0% | 10% | 7%
CCOC(=O)c1cnc(-n2nc(C)cc2C)nc1NCc1ccc2c(c1)OCO2 | -0.1% | -3% | -1.4% | -4% | 5% | -2.4% | 16% | 13% | 4%
O=C(/C=C/c1ccco1)NC(=S)Nc1cccc(-c2nc3ccccc3o2)c1 | -0.1% | 21% | 24% | 2% | 0% | 6.4% | -71% | -16% | -1%
CC(C)C1N(C(=O)CN2CCCC2)CCN1S(=O)(=O)c1ccccc1 (configuration not stated) | -0.1% | 8% | 0.2% | 3% | 3% | -3.7% | 13% | -8% | 2%
COC(=O)c1ccc(CN2CCc3ccccc32)cc1 | -0.4% | -5% | -1.0% | 8% | 0% | -0.4% | -24%[20 µM] | -18% | 8%
Cn1nnnc1P(=O)(c1ccccc1)c1ccccc1 | -0.2% | -1% | -1.1% | -5% | 1% | 3.7% | 1% | -1% | -5%
CC(C)c1ccc(NC(=O)[C@H](Cc2c[nH]c3ccccc23)NC(=O)[C@@H]2Cc3ccccc3CN2)cc1 | -0.1% | -9% | 0.6% | -37% | -1% | -2.9% | -8%[20 µM] | 0% | 12%

Continued:
molecule | GPR55 activation | GPR35 arrestin U2OS | HIV fusion peptide | NOD1 NF-kB reporter | SIAH1 antagonists | KOR beta-arrestin-1 | KOR beta-arrestin-2 | GPR55 LPI antagonism | AID2073
COc1cc(/C=C2\SC(=S)N(CCC(=O)Nc3ccc(O)cc3)C2=O)cc(OC)c1OC | -0.1% | -1% | 0.7% | 0% | 5% | -6.1% | 1% | -3% | 21%
O=C(NCCCN1CCOCC1)c1onc(CSc2nc3ccccc3[nH]2)c1C(=O)NCCCN1CCOCC1 | -0.2% | -6% | 4.2% | 7% | 1% | 4.5% | 19%[20 µM] | 5% | 35%
Cc1cc(C)n(C(=O)c2ccc(S(=O)(=O)NCC3CCCO3)cc2)n1 (configuration not stated) | -0.1% | 3% | -0.5% | 18% | -6% | 4.4% | -63% | -6% | -5%
O=C(NCCCN1CCOCC1)c1cn(-c2ccccc2)nc1-c1cccs1 | -0.1% | 2% | -1.6% | -9% | 1% | -8.9% | -24% | 10% | 2%
CC1=C(C(N)=O)C(c2cccc(O)c2)n2nc(CCCO)nc2N1 (configuration not stated) | -0.1% | -20% | -1.5% | -2% | -5% | 4.7% | -42% | -2% | 7%
O=C(C(=O)N1CCCCC1)c1c(-c2ccccc2)[nH]c2ccccc12 | 0.3% | 23% | 1.7% | -1% | -1% | 1.3% | 6% | 3% | -1%
COc1ccc(NS(=O)(=O)c2cc(C)ccc2C)cc1 | 0.4% | 8% | 0.7% | 29% | 0% | -2.2% | 3% | 7% | 7%
Nc1ccnc(C(F)(F)F)c1C(=O)c1ccccc1 | -0.2% | -15% | 1.9% | 6% | -2% | -0.5% | 0% | 2% | -4%
CCOC(=O)c1ccc(NC(=O)CCn2c(=O)oc3ccccc32)cc1 | -0.1% | -13% | -0.5% | -46% | -3% | -5.9% | 14% | -3% | 4%
Cc1ccc(Cn2ccc(NC(=O)c3noc4c3CCCCC4)n2)cc1 | -0.1% | 0% | -0.7% | 2% | 1% | 4.9% | 0% | 21% | 0%
O=C(Nc1ccc(Cl)cc1C(=O)NCCN1CCOCC1)c1ccc(Cl)cc1Cl | -0.1% | 17% | 2.4% | 4% | 2% | -6.7% | -2% | 2% | 4%
Fc1ccc(-c2nnc(Cc3ccc(Cl)cc3)o2)cc1 | -0.2% | -2% | -2.1% | -8% | 4% | 1.9% | 17% | -4% | -14%

Following part:
molecule | GPR55 activation | GPR35 arrestin U2OS | HIV fusion peptide | NOD1 NF-kB reporter | SIAH1 antagonists | KOR beta-arrestin-1 | KOR beta-arrestin-2 | GPR55 LPI antagonism | AID2073
COc1ccc(-c2cc(=O)oc3cc(OC(C)C(=O)NCC4CCC(C(=O)O)CC4)ccc23)cc1 (configuration not stated) | 0.4% | -9% | -0.4% | 1% | -3% | -2.6% | -15%[20 µM] | 13% | 28%
COC(=O)CCC(=O)OC1(C)C(=O)C=C2C=C(C3CC3)N(Cc3ccc4c(c3)OCO4)C=C2C1=O (configuration not stated) | -0.1% | -15% | 1.4% | 1% | -6% | 0.5% | -6% | -19% | 6%
CCOC(=O)c1ccc(NC(=O)c2nc[nH]c2C(=O)N(C)Cc2ccccc2)cc1 | 0.7% | 4% | -0.2% | -2% | 19% | -2.0% | 19% | 6% | -7%
Cc1nn(CC(=O)NCCc2ccccc2)c(C)c1[N+](=O)[O-] | -0.2% | -7% | 0.4% | -26% | 6% | -1.8% | 31% | -6% | 2%
CCOc1ccc(OCC)c(NC(=O)CN2CCN(CC)CC2)c1 | -0.3% | 9% | 4.0% | -19% | 10% | -4.1% | 20% | 1% | 47%
CC(C)C(=O)Nc1c2c(nn1-c1ccc(F)cc1)CS(=O)(=O)C2 | -0.3% | -5% | -1.3% | -14% | 2% | -2.8% | 21% | 5% | 5%
CCOc1ccc(NC(=O)CC(=O)Nc2ccc(OCC)cc2)cc1 | 0.7% | 13% | 1.0% | -8% | 7% | -2.0% | 1% | 6% | 3%
CC(/C=C/c1ccccc1)=N\NC(=O)Cn1cncn1 | 0.5% | 22% | -0.8% | -1% | -5% | -2.9% | 30% | 8% | 4%
O=C(O)c1cnn2c(-c3ccc(F)cc3)ccnc12 | -0.7% | 16% | 2.0% | -24% | 4% | -2.4% | 23% | 13% | 30%
Cc1ncc(CN2CCN(Cc3ccccc3)C(CCO)C2)s1 (configuration not stated) | 0.6% | 10% | 1.2% | -16% | 2% | -2.3% | -22% | 6% | 9%
Cc1ccc(Oc2ccc3c(c2)C(=O)N(c2cccc4cccnc24)C3=O)cc1 | 0.2% | 5% | 2.9% | 3% | 0% | 1.1% | -17% | 16% | 1%
O=C(Nc1ccccc1C(F)(F)F)N1CCN(c2ccccn2)CC1 | -0.1% | 6% | -1.2% | -12% | 5% | -5.0% | 23% | 12% | 2%

Remaining list, next part
molecule | GPR55 activation | GPR35 arrestin U2OS | HIV fusion peptide | NOD1 NF-kB reporter | SIAH1 antagonists | KOR beta-arrestin-1 | KOR beta-arrestin-2 | GPR55 LPI antagonism | AID2073
COc1cc(-c2cc(C(=O)Nc3ccc(S(=O)(=O)Nc4ncccn4)cc3)c3ccccc3n2)cc(OC)c1OC | 0.1% | 9% | 8.3% | -2% | -4% | 1.3% | 20% | 3% | 12%
Cc1occc1-c1nnc(SCC(=O)NCCc2ccccc2)n1C(C)c1ccccc1 (configuration not stated) | 0.3% | -1% | -0.5% | -10% | -1% | 17% | 3% | -2% | -12%
Cc1ccc(C(=O)NCCCN2CCOCC2)o1 | -0.4% | -18% | 1.3% | -35% | 5% | -1.2% | 8% | -2% | -4%
O=C(CSc1ccc2ccccc2n1)N1CCC(c2noc3ccc(F)cc23)CC1 | -0.3% | -5% | -2.1% | -12% | 43% | -18% | -6% | -5% | 4%
Cc1cc(NC(=O)CN2C(=O)NC(C)(c3ccccc3)C2=O)no1 (configuration not stated) | 0.4% | -16% | 0.2% | 6% | 0% | -2.9% | -26% | 10% | 12%
Cc1ccc2[nH]c3nc(SCCN4CCOCC4)nnc3c2c1 | -0.1% | 1% | -3.7% | -29% | 2% | -4.1% | 13% | 11% | -62%
O=C(O)c1cc(Cl)ccc1NC(=O)C1CCCO1 (configuration not stated) | -0.1% | -5% | 2.4% | -1% | 3% | 9.8% | 5% | 35% | -2%
CCN(CC)S(=O)(=O)c1cc(C(=O)OCC(=O)NC(=O)c2cccn2C)ccc1C | -0.2% | -10% | 9.7% | -30% | -2% | 6.1% | -31% | 5% | 16%
CCOc1ccc(CCNC(=O)C2=C(C)C(=O)OC23CCC(C)CC3)cc1OCC (configuration not stated) | 0.1% | -13% | 1.0% | 0% | 8% | 0.5% | 9% | 20% | -8%
CN(C)S(=O)(=O)c1ccc(C(=O)Nc2ccc(F)cc2F)cc1 | 0.2% | 11% | -1.7% | . | 13% | -1.8% | 12% | 5% | -4%
Cc1ccc(CNC(=O)C2CCC(=O)N(Cc3ccccc3F)C2)s1 (configuration not stated) | 0.2% | -14% | -0.3% | -18% | -3% | 0.2% | -38% | -16% | 1%
Cc1csc(Nc2ccccc2C(F)(F)F)n1 | -0.1% | 7% | -0.6% | 12% | 0% | 4.6% | -27% | -10% | -9%

Already shown: an excerpt of the list.
molecule | GPR55 activation | GPR35 arrestin U2OS | HIV fusion peptide | NOD1 NF-kB reporter | SIAH1 antagonists | KOR beta-arrestin-1 | KOR beta-arrestin-2 | GPR55 LPI antagonism | AID2073
Cc1ccc2[nH]c3nc(SCCN4CCOCC4)nnc3c2c1 | -0.1% | 1% | -3.7% | -29% | 2% | -4.1% | 13% | 11% | -62%
O=C(O)c1cc(Cl)ccc1NC(=O)C1CCCO1 (configuration not stated) | -0.1% | -5% | 2.4% | -1% | 3% | 9.8% | 5% | 35% | -2%
CCN(CC)S(=O)(=O)c1cc(C(=O)OCC(=O)NC(=O)c2cccn2C)ccc1C | -0.2% | -10% | 9.7% | -30% | -2% | 6.1% | -31% | 5% | 16%
CCOc1ccc(CCNC(=O)C2=C(C)C(=O)OC23CCC(C)CC3)cc1OCC (configuration not stated) | 0.1% | -13% | 1.0% | 0% | 8% | 0.5% | 9% | 20% | -8%
CN(C)S(=O)(=O)c1ccc(C(=O)Nc2ccc(F)cc2F)cc1 | 0.2% | 11% | -1.7% | . | 13% | -1.8% | 12% | 5% | -4%
Cc1ccc(CNC(=O)C2CCC(=O)N(Cc3ccccc3F)C2)s1 (configuration not stated) | 0.2% | -14% | -0.3% | -18% | -3% | 0.2% | -38% | -16% | 1%
Cc1csc(Nc2ccccc2C(F)(F)F)n1 | -0.1% | 7% | -0.6% | 12% | 0% | 4.6% | -27% | -10% | -9%

An excerpt; the hit share may differ from the screen's.
